mIAP act: activators of mouse IAP, primary screen, biochemical, luminescence, uHTS; intestinal alkaline phosphatase [Mus musculus]; muIAP, CDP-Star luminescence, 30 min; stronger effect = higher value; 1 = vehicle-only enzyme signal, 0 = enzyme-free wells; activation factor at 10 µM; hit rate 0.24% among 330,000; AID 2805, 2010;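 active = activation factor of at least 2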; note: the source names both 10 and 20 µM as test concentration; values of inactives mirror those of a sister screen read the other way
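System: mouse IAP enzyme. Reagent: CDP-Star chemiluminescent phosphatase substrate. Benchmarks: DMSO wells, no-enzyme wells. Times: 30 min enzyme-substrate-compound incubation at room temperature. Detection: luminescence from enzymatic CDP-Star hydrolysis. Doses: test compounds delivered from DMSO solution.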
A3G deaminase: APOBEC3G DNA deaminase inhibitors, primary screen, biochemical, fluorescence, single-stranded DNA substrate, uHTS; DNA dC->dU-editing enzyme APOBEC-3G (Homo sapiens), Q9HC16; recombinant A3G, ssDNA deamination FAM/TAMRA fluorescence; inhibition, % at 20 µM; hit rate 0.28% among 330,000; AID 493012, 2011;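 active = inhibition of at least 40% at 20 µM, with no more than 30% in the related APOBEC3A deaminase screen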;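 note: plate controls were DMSO wells with A3G for no effect and wells lacking A3G enzyme for full effect; some compounds called inactive have numbers as strong as hits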
NALP3 yeast inh: NALP3 inflammasome inhibitors in reconstituted yeast, primary screen, luminescence, uHTS | Yeast reconstituted NLRP3/ASC/caspase-1, beta-gal luminescence, 24 h | inhibition, % at 10 µM | hit rate 0.39% among 330,000 | AID 2825, 2010;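 active = inhibition of 50% or more; inactive = inhibition below 50%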;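 note: plate controls were induced DMSO wells for no effect and uninduced yeast grown without galactose for full effect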
APOBEC3A inh: APOBEC3A ssDNA deaminase inhibitors, primary screen, selectivity assay for APOBEC3G inhibitor project, biochemical, FAM/TAMRA oligo cleavage fluorescence. DNA dC->dU-editing enzyme APOBEC-3A (Homo sapiens), P31941. recombinant A3A, FAM/TAMRA ssDNA deamination fluorescence. inhibition, % at 20 µM. hit rate 0.41% among 330,000. AID 493011, 2011;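 active = at least 40% inhibition at 20 µM here, with at most 30% in a related deaminase screen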;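 note: plate controls were A3A with DMSO for no effect and wells lacking A3A enzyme for full effect; some results filed as inactive read as strong as hits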
Target sequence (P31941 whole entry, looked up): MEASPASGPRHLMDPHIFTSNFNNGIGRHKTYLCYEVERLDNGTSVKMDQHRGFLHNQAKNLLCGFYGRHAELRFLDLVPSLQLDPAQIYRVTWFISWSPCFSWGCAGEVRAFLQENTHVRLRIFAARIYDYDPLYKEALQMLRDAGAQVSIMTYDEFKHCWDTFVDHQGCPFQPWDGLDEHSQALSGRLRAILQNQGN
beta cell repl: inducers of MIN6 beta-cell proliferation, primary screen, ATP luminescence, uHTS; MIN6 cells proliferation, ATPlite luminescence, 48 h; cells starved in 0.2% serum; 100% = growth in 10% serum; proliferation, % at 10 µM; hit rate 0.29% among 330,000; AID 2380, 2010;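 active = compounds whose signal lies at least 3.5 SD above the mean of all wells on their plate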;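 note: 0% = DMSO-treated cells in low-serum medium and 100% = 10% serum control; some compounds called inactive have numbers as strong as hits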
mIAP inh: inhibitors of mouse IAP, primary screen, biochemical, luminescence, uHTS | intestinal alkaline phosphatase [Mus musculus] | purified mouse IAP, CDP-Star luminescence, 30 min | inhibition, % at 10 µM | hit rate 0.2% among 330,000;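 active = inhibition of at least 40% at 10 µM in the primary screen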;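 note: plate controls were DMSO with enzyme for no effect and no enzyme wells for full effect; values of inactives mirror those of a sister screen read the other way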
hIAP block: human IAP inhibitors, primary screen, biochemical, luminescence, uHTS | purified IAP, CDP-Star luminescence, 30 min | inhibition, % at 10 µM | hit rate 0.12% among 330,000 | AID 2544, 2010;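 active = inhibition reaching a set limit with compound at 10 µM in the primary screen, cut at about 35% in these data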;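 note: plate controls were DMSO wells with enzyme for no effect and no-enzyme buffer wells for full effect; values of inactives mirror those of a sister screen read the other way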
Target sequence (P09923 whole entry, looked up): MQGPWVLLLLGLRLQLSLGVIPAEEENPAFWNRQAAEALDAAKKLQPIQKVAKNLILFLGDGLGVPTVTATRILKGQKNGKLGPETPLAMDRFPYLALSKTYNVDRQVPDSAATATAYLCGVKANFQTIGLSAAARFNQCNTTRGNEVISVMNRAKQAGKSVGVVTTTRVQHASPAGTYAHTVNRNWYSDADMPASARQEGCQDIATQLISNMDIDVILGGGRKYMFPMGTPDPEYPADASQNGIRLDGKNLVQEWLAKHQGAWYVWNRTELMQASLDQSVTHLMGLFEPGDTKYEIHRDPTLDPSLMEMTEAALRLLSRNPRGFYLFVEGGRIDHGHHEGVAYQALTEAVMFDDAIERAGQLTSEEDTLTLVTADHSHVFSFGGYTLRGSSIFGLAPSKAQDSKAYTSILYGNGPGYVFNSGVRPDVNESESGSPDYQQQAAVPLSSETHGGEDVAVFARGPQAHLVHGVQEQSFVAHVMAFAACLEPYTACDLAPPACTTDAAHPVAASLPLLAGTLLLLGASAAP
hIAP activ: human IAP activators, primary screen, biochemical, luminescence, uHTS; hit rate 0.16% among 330,000; activation factor at 10 µM; purified human IAP, CDP-Star luminescence, 30 min; stronger effect = higher value; 1 = vehicle-only enzyme, 0 = enzyme-free background; AID 2524, 2010;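 active = activation factor of the enzyme at least 2-fold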; note: the source names both 10 and 20 µM as test concentration; values of inactives mirror those of a sister screen read the other way
SENP1 FRET inh: human SENP1 catalytic domain inhibitors, primary screen, biochemical, FRET, uHTS. recombinant SENP1 catalytic domain, CyPet-SUMO1-YPet FRET cleavage. inhibition, % at 10 µM. hit rate 0.21% among 360,000. AID 624204, 2012;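 active = inhibition at least 30% at 10 µM, raw YFP signal under a set limit, fluorescence ratio 0.5 to 1.5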;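 note: 0% = enzyme with DMSO and 100% = no enzyme wells; some results filed as inactive read as strong as hits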
Target sequence (Q9P0U3 419-644 limits assumed): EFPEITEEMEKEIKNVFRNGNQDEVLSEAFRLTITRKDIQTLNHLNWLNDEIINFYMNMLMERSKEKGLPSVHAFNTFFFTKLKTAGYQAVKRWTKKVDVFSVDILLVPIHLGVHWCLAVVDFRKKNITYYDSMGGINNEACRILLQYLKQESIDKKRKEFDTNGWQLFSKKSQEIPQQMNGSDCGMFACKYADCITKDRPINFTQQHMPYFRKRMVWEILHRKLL
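Material – human SENP1 catalytic domain · Input – SENP1 enzyme, 20 pM final · Compound dosing – single concentration of 10 µM compound, 0.5% DMSO final · Timing – enzyme reaction for 50 min at room temperature, dark · Measured by – FRET fluorescence in CFP and YFP emission channels · Control set – no-enzyme wells low, DMSO-plus-enzyme wells high control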
* hit, by the source's call; nt = not tested or not shown.

SMILES	mIAP act	A3G deaminase	NALP3 yeast inh	APOBEC3A inh	beta cell repl	mIAP inh	hIAP block	hIAP activ	SENP1 FRET inh
CC(=O)Nc1ccc(S(=O)(=O)N2CN(c3ccc(C)cc3)c3nc4ccccc4nc32)cc1	0.89	-6	23	-6	-7	11	7	0.93	-9
CCOC(=O)C1=C(CN2CC(C)CC(C)C2)NC(=O)NC1c1ccc2c(c1)OCO2 (stereo not given)	0.93	2	2	4	-4	7	0	1	1
CC(=O)Cc1nsc(NC(=O)c2ccc(-c3cccc(C(F)(F)F)c3)o2)n1	0.94	-4	4	-3	-1	6	4	0.95	1
C#CCOCCOCCOCCNc1nc(N2CCN(C(=O)[C@H](CCCCN)n3cc([C@@H](N)CC(C)C)nn3)CC2)nc(N2CCN(C(=O)[C@H](Cc3ccc(O)cc3)n3cc([C@@H](N)CC(C)C)nn3)CC2)n1	1.1	4	-18	3	-3	-5	-5	1	nt
Cc1oc2nc(SCC(=O)N3CCCCC3)nc(N)c2c1C	1.1	-10	-3	-2	1	-10	14	0.86	1
CC1CCC(NC(=O)c2cc(S(=O)(=O)N3CCCCC3)ccc2N2CCOCC2)CC1 (stereo not given)	1	-7	11	5	-3	0	2	0.98	1
Cn1ncc(C(N)=O)c1NC(=S)NC(=O)c1ccc(Br)o1	0.84	-1	11	-1	-1	16	-2	1	-9
COc1ccccc1CNC(=O)CSC1=NCCS1	0.88	-1	10	3	-5	12	-4	1	1
Cc1nn(Cc2ccccc2Cl)c(Cl)c1C(=O)NCCc1ccccc1	1	-8	17	-4	-1	-2	-6	1.1	1
CCOCCCNC(=O)CN1C(=O)/C(=C/c2ccccc2C)Sc2ccccc21	0.99	-6	12	-2	2	1	-10	1.1	0
Cc1cccc(C)c1NC(=O)CCCCCC1NC(=O)NC1C (stereo not given)	1.1	-3	-12	0	-3	-8	-6	1.1	0
CC1CC(C)CN(S(=O)(=O)c2ccc(C(=O)N3CC(C)OC(C)C3)cc2)C1 (stereo not given)	0.93	-7	11	-2	-2	7	-32	1.3	1
COc1ccc(-c2ccccc2NC(=O)C2CCCN(Cc3ccco3)C2)cc1 (stereo not given)	1	-8	8	-1	7	0	-12	1.1	1
Cc1[nH]c2ccccc2c1CN1CCC(CO)(Cc2ccccc2)CC1	1.1	-1	-14	2	-4	-6	-4	1	-2
COc1ccc(CCNC2CC(=O)N(C3CCCCC3)C2=O)cc1OC (stereo not given)	0.95	-12	3	1	5	5	3	0.97	-1
C=CCn1c(Cc2cccc3ccccc23)n[nH]c1=S	1.1	27	10	1	-2	-7	0	1	2
CCN1CCN(C(=O)c2cc(COc3c(C)cccc3C)on2)CC1	0.97	-4	16	-4	0	2	-15	1.1	-1
CC(C(=O)OCC(=O)c1cccc([N+](=O)[O-])c1)N1C(=O)C2C3C=CC(C3)C2C1=O (stereo not given)	1	-7	10	-3	-2	-2	-1	1	1
O=C1C(=O)N(Cc2ccncc2)C(c2cccc(O)c2)/C1=C(\O)c1ccc2c(c1)OCCO2 (stereo not given)	1.1	1	8	1	-2	-10	11	0.89	0
Cc1cc(C)nc(N2CCC(C(=O)NCc3ccco3)CC2)n1	1	-2	8	-2	-2	-4	6	0.94	-1

Sorted by length of the SMILES (falling): 3 of the compounds above.
SMILES	mIAP act	A3G deaminase	NALP3 yeast inh	APOBEC3A inh	beta cell repl	mIAP inh	hIAP block	hIAP activ	SENP1 FRET inh
O=C1C(=O)N(Cc2ccncc2)C(c2cccc(O)c2)/C1=C(\O)c1ccc2c(c1)OCCO2 (stereo not given)	1.1	1	8	1	-2	-10	11	0.89	0
COc1ccc(-c2ccccc2NC(=O)C2CCCN(Cc3ccco3)C2)cc1 (stereo not given)	1	-8	8	-1	7	0	-12	1.1	1
CCN1CCN(C(=O)c2cc(COc3c(C)cccc3C)on2)CC1	0.97	-4	16	-4	0	2	-15	1.1	-1

Carrying on.
SMILES	mIAP act	A3G deaminase	NALP3 yeast inh	APOBEC3A inh	beta cell repl	mIAP inh	hIAP block	hIAP activ	SENP1 FRET inh
CN(C(=O)CSc1nnc(-c2c[nH]c3ccccc23)n1C1CC1)C1CCS(=O)(=O)C1 (stereo not given)	0.98	-9	13	-4	5	2	10	0.9	1
O=C(CNC(=S)N(CCCN1CCOCC1)Cc1cccs1)NC1CCCC1	0.97	-11	9	4	6	3	-8	1.1	3
Cc1c(C(=O)N(Cc2nccn2C)C(C)C)oc2c(F)cccc12	1	-4	7	-4	-1	-1	-11	1.1	0
COc1c(C)cc(Br)cc1C(=O)Nc1cccc(-c2nc3ncccc3o2)c1	0.77	-8	39	-3	-3	23	6	0.94	2
CC(C)(C)N1OC2CC1c1nc3ccccc3n1C2 (stereo not given)	1.1	-8	-2	6	0	-9	-5	1	0
COc1ccc(CN(CC2CCCO2)C(=O)c2cc3ccccc3oc2=O)cc1 (stereo not given)	1.1	-3	17	1	-2	-6	-1	1	-2
CCN1CCN(c2cc3nc(C)n(Cc4ccccc4)c(=O)c3cc2NC(=O)c2ccccc2F)CC1	1	-5	18	-6	-6	-2	-18	1.2	-7
CS(=O)(=O)N(CC(=O)Nc1ccccc1C(=O)N1CCOCC1)c1ccc(Cl)cc1	1	-6	-15	-3	-1	-5	-10	1.1	3
Cc1cc(NC(=O)c2cc(C(C)C)on2)no1	0.99	-1	34	3	-1	1	13	0.87	1
Cc1ccccc1-c1nn[nH]n1	1.1	-8	-10	-6	0	-11	-11	1.1	0
Cc1cc(=O)oc2cc(NC(=O)c3cc(F)ccc3F)ccc12	1.1	4	23	3	-1	-6	10	0.9	-2
O=C(C[n+]1cc(-c2ccccc2)n2c1CCC2)Nc1nc(-c2ccc(F)cc2)cs1	0.94	-3	-11	7	-4	6	12	0.88	0
CCOc1ccc(C(Nc2ccc(C)cc2)P2(=O)OCCC(C)O2)cc1 (stereo not given)	0.94	-6	-5	-16	-4	6	-1	1	0
O=C1NN(c2ccccc2)C(=O)/C1=C\c1cccc(OC(=O)c2cccs2)c1	0.89	4	10	7	-3	11	-14	1.1	-8
O=S(=O)(NC1C2CC3CC(C2)CC1C3)c1ccc(F)cc1 (stereo not given)	1.1	-7	16	-1	5	-5	13	0.87	-1
CCOc1cc(/C=C2\SC(=S)N(C(C(=O)O)c3ccccc3)C2=O)ccc1O (stereo not given)	0.69	-2	12	-4	-4	31	25	0.75	-35
S=C(NCCc1ccccc1)NCC1CCCO1 (stereo not given)	1.1	-6	3	-4	0	-11	10	0.9	0
CCN(CC)CCN(C(=O)c1ccc(Br)s1)c1nc2cc3c(cc2s1)OCO3	1.1	-2	4	0	0	-10	-7	1.1	-1
CCOc1ccc(OCCC(=O)N2CCN(S(=O)(=O)c3ccc(OCC)cc3)CC2)cc1	1	-8	26	4	-1	-1	-3	1	1
Nn1c(SCc2ccc(Br)cc2)nnc1-c1ccncc1	0.98	-3	16	-2	0	2	-5	1.1	-1
O=C(c1ccc(Cl)cc1)N1CCC(O)(CSc2ccc(Cl)cc2Cl)CC1	1	-6	25	0	-4	-4	-1	1	-1
COc1cc(CCC(=O)OCC(=O)Nc2ccccc2OC(F)F)cc(OC)c1OC	1.1	-7	18	-1	0	-10	-5	1.1	0
CC1(C)CC(=O)C(C=NCCN2CCN(CCCCS(=O)(=O)O)CC2)=C(O)C1	0.99	5	17	4	-2	0	4	0.96	0
CC[C@@H]1CC=C[C@H]2[C@H]1C(=O)N(Cc1ccccc1)[C@H]2c1ccc(OC)c(Cl)c1	0.95	-4	10	0	-8	5	-5	1.1	-1
COC(=O)c1ccc(COc2ccc(/C=N/O)cc2)o1	0.96	-11	22	0	-1	4	-2	1	2
COc1cc(O)c(C(CCN2CCCC(C)C2)c2cc(OC)c(OC)c(OC)c2)c(OC)c1 (stereo not given)	1	-4	2	-4	-3	-4	5	0.95	1
CCc1ccc(NS(=O)(=O)c2cc3c4c(c2)CCN4C(=O)CC3)cc1	0.99	-6	11	-2	-3	1	-12	1.1	2
Cc1ccc(C23CC4CC(CC(CC(=O)NC(C)(C)CO)(C4)C2)C3)cc1	1	-6	-11	-1	-3	-3	-5	1.1	0
O=C(Cc1ccc2c(c1)OCCO2)c1c(O)cc(O)cc1O	0.89	-3	-6	-1	-1	11	3	0.97	-1
CC1CCCCN1C(=O)Cn1c(=O)n(C2CCCCC2)c(=O)c2ccccc21 (stereo not given)	0.98	-9	7	-5	-2	2	-14	1.1	0
O=C1COc2ccc(C(=O)COC(=O)CCc3ccc(S(=O)(=O)N4CCOCC4)cc3)cc2N1	0.96	-4	2	-1	-2	4	-10	1.1	1
CC(=O)c1cccc(NC(=O)NC2CCCc3ccccc32)c1 (stereo not given)	1.4	-6	19	-1	-2	-38	4	0.96	0
CCCOc1ccc(-c2nc(OCC)c3ccccc3n2)cc1	1	-4	7	-4	-4	-4	1	0.99	0
CCCCN1C(=O)C(=O)N(CC(=O)c2cc(C)n(-c3cc(C)on3)c2C)C1=O	0.94	-3	9	-4	-3	6	1	0.99	-1
COCCn1c(-c2ccccc2)cnc1N	1	-1	12	-2	1	0	-8	1.1	-1
CC(=O)OCC1OC(OCc2cn(C[C@H]3CC[C@H](Cn4cc(COC5OC(COC(C)=O)C(OC(C)=O)C(OC(C)=O)C5OC(C)=O)nn4)O3)nn2)C(OC(C)=O)C(OC(C)=O)C1OC(C)=O (stereo not given in full)	0.91	-4	7	-1	3	9	-6	1.1	-1
N#Cc1c(Nc2ccc(Cl)cc2)s[nH]c1=O	0.9	-9	10	-4	-4	10	8	0.92	-44
CCOn1c(=O)c(=O)n(O)c2ccccc21	0.97	-9	14	-3	2	3	7	0.93	4
CC(=O)Nc1ccccc1NC(=O)C/C(C)=N/NC(=O)Cc1cccc2ccccc12	0.96	-4	7	-4	-3	4	-16	1.2	0
CCOc1ccc(CNC(=O)c2ccc(Sc3ccc(C)cc3)c(NC(C)=O)c2)cc1	1.1	-2	17	1	-4	-14	-2	1	0
O=C(O)c1cc2nccc(-c3ccco3)n2n1	0.86	-7	-7	28	-2	14	2	0.98	-36
O=C(Nc1cccc(Cl)c1)C1C2CCC3C(CCC21)C3(Cl)Cl (stereo not given)	2.9*	-4	19	24	0	-188	10	0.9	1
Cn1c2ccccc2c(=O)c2cc(C#CC3=CCCCC3)ccc21	0.97	-3	-10	-4	-7	3	5	0.95	-28
Cc1ncn(C23CC4CC(CC(C4)C2)C3)n1	1.1	-3	15	-1	0	-6	-4	1	-1
Cc1cc(C)c(C(=O)N2CCC(N3CCC(C(=O)NC(C)C)CC3)CC2)o1	1	-4	6	1	-1	-2	-2	1	-37
CC1=[N+]([O-])C(C)(C)N(O)C1(C)C	1	-3	8	2	-1	-3	-27	1.3	1

This is a subset (hit frequency here may not be typical).
